MT stabilize HCS – microtubule stabilization, imaging screen; HeLa tubulin immunostaining HCS, 24 h; share of cells brighter than vehicle mean+2SD; % tubulin-high responders, % at 10 µM; 200,000 tested, 0.83% active;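 active means plate Z-score above 3 for both tubulin-high and condensed-nucleus cell shares, with cell loss under 80%, at 10 µM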;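 further: anti alpha tubulin signal scored within the nucleus-defined area of each cell; some results filed as inactive read as strong as hits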
b-catenin transl – alters nuclear translocation of beta-catenin in HeLa cells. immunofluorescence imaging. nuclear translocation activity, % at 5 µM. 190,000 tested, 0.3% active;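 active means nuclear translocation activity above 50% at 5 µM, with a well cell count of 50 or more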;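 further: per-cell ratio of nuclear to cytoplasmic median beta-catenin stain intensity; plate controls were DMSO negative control for no effect and GSK-3 inhibitor IX positive control for full effect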
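Read-out: Nuclear/cytoplasmic beta-catenin signal ratio, % activation | Assay system: Human HeLa cell line | Times: 24 h compound exposure at 37°C, 5% CO2 | Signal: Fluorescence imaging of beta-catenin antibody stain plus DAPI | Dosing: 5 µM primary, 0.02–20 µM confirmation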
T cell modulator – T cell immune modulation candidate; 330,000 tested, 0.068% active; 2C CD8+ T cell-vesicle binding, flow cytometry; hits give low values; calls only at 7 µM;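 active means response, share of CD8 T cells binding vesicles, and their 90th percentile fluorescence all below set limits, cut at about 80% in these data, passing the limit was not always enough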
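Benchmarks: naked versus QL9-loaded vesicles / Assay system: purified 2C TCR transgenic mouse naive CD8+ T cells / Technique: high-throughput flow cytometry with anti-B7-1 and anti-CD8 staining / Timing: Cell–vesicle co-incubation 1.5 h at 37 °C, staining 20 min on ice / Read-out: percent CD8+ FL2 mean versus row control / Probe or stimulus: QL9-loaded Drosophila micro-vesicles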
PhoP inhibition – inhibitors of PhoP regulon expression, primary screen, Salmonella Typhimurium, GFP reporter (AID 1863); inhibition, % at 50 µM, or IC50 in µM where a hit was titrated; S. Typhimurium PhoP-regulated promoter GFP reporter, 4 h; higher % means a stronger effect; 300,000 tested, 0.16% active;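 active means inhibition over 29.93%, a cutoff 3 SD above the screen mean, later confirmed by dose response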;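 further: 0% = low Mg2+ inducing control and 100% = high Mg2+ repressing control; strong numbers were not always called active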
ER stress rescue – protection against thapsigargin-triggered cell killing – 384-well, CSM14.1, ATP luminescence, primary screen (AID 1222) | CSM14.1 thapsigargin-induced death rescue, ATP luminescence; higher % means a stronger effect | cellular ATP content (survival), % at 20 µM; hits with a dose series show EC50 in µM | 190,000 tested, under 10 active;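 active means EC50 below 50 µM in the dose-response confirmation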;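 further: death triggered by thapsigargin at about 15 µM added after 2 h compound pretreatment; cell ATP read after overnight thapsigargin exposure of roughly 18 to 22 hours; normalized against plate controls of thapsigargin alone and 5% DMSO vehicle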
Dynein cargo inh – dynein cargo transport inhibition; z-score, hits read low; 220,000 tested, 0.47% active; 3617.4 mouse cells, GR-EGFP nuclear translocation imaging; test concentration mostly 20 µM; stimulated with dexamethasone, 1 µM; hits give low values;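 active means plate z-score of nuclear minus cytoplasmic receptor signal below a set negative limit, without overly bright fluorescence or cell loss, cut at about -3.5 in these data, passing the limit was not always enough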;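 further: z-score of nuclear minus cytoplasmic ring GR-EGFP intensity difference per well; some compounds called inactive have numbers as strong as hits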
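Schedule: 48 h induction, then 1 h compound, then 30 min agonist, 37 °C. Buffer or medium: tetracycline-free induction medium containing charcoal-stripped FBS. Reagent: 1.0 µM final dexamethasone stimulus. Evaluation: nuclear versus cytoplasmic GR-EGFP signal, averaged per well. Signal: high-content fluorescence imaging after fixation.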
Autophagy HCS – alters autophagy in cells. calls only at 10 µM (by protocol). MEF GFP-LC3 puncta imaging; test concentration mostly 10 µM. 190,000 tested, 0.98% active;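 active means percentage of spot-positive cells more than 3 SD above its plate mean, without a fluorescence outlier flag or 80% toxicity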;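 further: spot-positive cell cutoff set from DMSO-treated cells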
Lipid droplet – hepatic lipid droplet formation modulation | 240,000 tested, 0.4% active | AID 1656 | inhibition, % at 6.5 µM | AML12 mouse hepatocytes, oleate lipid droplets, BODIPY imaging;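 active means lipid droplet intensity inhibited by at least 50%, with more than 500 cells counted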
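Assay system: AML12 mouse liver cells | Compound dosing: One dose, 6.5 µM compound | Read-out basis: Droplet intensity reduction, % inhibition | Measured by: Fluorescence imaging, 20x objective, two fields per well | Schedule: Overnight treatment with compound plus oleate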
Insulin prom up – MIN6 insulin promoter up-regulation. MIN6 insulin promoter-GFP reporter, high-content imaging; hits give high values. 190,000 tested, 0.3% active. z-score at 5 µM;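 active means z-score above 3 at 5 µM with at least 500 cells counted in the well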
Dynein cargo inh cytoplasmic EGFP – further read-out of Dynein cargo inh, marked with its call; z-score; measured here: cytoplasmic GR-EGFP intensity; hits give high values
Dynein cargo inh nuclear GR-EGFP – second read-out of Dynein cargo inh, no call of its own (marks repeat the call); z-score; measured here: nuclear GR-EGFP intensity;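 lower value marks the stronger effect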
Dynein cargo inh cell count – recorded beside Dynein cargo inh, whose call it bears; z-score; measured here: cell count per field
Insulin prom up cell count – further read-out of Insulin prom up, marked with its call; cell count; measured here: cytotoxicity, nuclei count;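 total cells summed across four imaged fields per well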
Lipid droplet cells 6.5 µM – also measured in Lipid droplet; calls as there; cell count; measured here: cell count, cytotoxicity flag;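 cells counted across two imaged fields per well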
b-catenin transl cell count 5 µM – also measured in b-catenin transl; calls as there; cell count; measured here: cell count, cytotoxicity flag
T cell modulator vesicle-bound % – recorded beside T cell modulator, whose call it bears; double positive events, %; measured here: CD8+ vesicle-bound cell fraction;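 binding gate set so that unloaded-vesicle control wells show 10% double positive cells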
MT stabilize HCS Hoechst-high % – further read-out of MT stabilize HCS, marked with its call; % Hoechst-high responders; measured here: nuclear condensation Hoechst responders;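 share of cells brighter than vehicle mean plus two SD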
MT stabilize HCS cytotoxicity % – second read-out of MT stabilize HCS, no call of its own (marks repeat the call); toxicity, %; measured here: cytotoxicity by cell density;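 0% = mean cell density of plate MIN control wells and 100% = no cells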
Autophagy HCS cell loss 18 h – further read-out of Autophagy HCS, marked with its call; toxicity, %; measured here: cell loss, nuclei count;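 cell loss after 18 h compound exposure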
Active calls of the source: *; i = inactive; nt = not tested or not shown.

SMILES	MT stabilize HCS	MT stabilize HCS Hoechst-high %	MT stabilize HCS cytotoxicity %	b-catenin transl	b-catenin transl cell count 5 µM	T cell modulator	T cell modulator vesicle-bound %	PhoP inhibition	ER stress rescue	Dynein cargo inh	Dynein cargo inh cytoplasmic EGFP	Dynein cargo inh nuclear GR-EGFP	Dynein cargo inh cell count	Autophagy HCS	Autophagy HCS cell loss 18 h	Lipid droplet	Lipid droplet cells 6.5 µM	Insulin prom up	Insulin prom up cell count
CC(C)(CNC(=O)C1CCCC1)CNC(=O)C1CCCC1	2.9	1.9	7.5	nt	nt	i	51	11%	0.7%	0.17	-0.25	0.79	0.89	i	-6	0	679	-0.2	1273
CN(C)/C(CN1CCOCC1)=C1\N=C(c2ccccc2)OC1=O	1.5	1.2	5.1	nt	nt	i	27	-4%	-2.2%	-0.36	-0.19	-0.46	0.39	i	0	nt	nt	nt	nt
O=C1CC(c2ccco2)Cc2c1cnn2-c1nc2ccccc2s1 (stereo unspecified)	3.2	2.3	0.3	-1.5	990	i	53	5%	-0.4%	1.6	0.18	0.47	-0.71	i	13	5	705	-0.05	1292
Cc1ccc(N2CC(C(=O)NCc3cccs3)CC2=O)cc1 (stereo unspecified)	2.4	2.4	14	-4.0	965	i	46	-9%	0.5%	0.021	2.2	0.39	0.54	i	5	nt	nt	0.73	1586
CCCCc1nnc(NC(=O)C(C)Sc2nc(N)cc(=O)[nH]2)s1 (stereo unspecified)	1.1	1.0	5.1	nt	nt	i	31	9%	-0.6%	1.7	-0.23	0.83	-1.3	i	-1	30	813	nt	nt
COc1ccc(C2C(C(C)=O)=C(O)C(=O)N2CCCn2ccnc2)cc1OC (stereo unspecified)	nt	nt	nt	-8.0	1058	i	1	nt	-1.5%	nt	nt	nt	nt	nt	nt	nt	nt	-0.1	1530
CC(C)CNC(=O)C(=O)Nc1ccc(N(C)C)cc1	2.7	4.0	5.3	0.8	907	i	52	-3%	-5.7%	-0.65	-0.27	-0.43	0.35	i	8	11	662	nt	nt
CCc1ccc(NC(=O)CSc2nnc(-c3n[nH]c4ccccc34)n2-c2ccccc2)cc1	5.0	2.4	0.8	0.0	975	i	28	13%	20%	-0.32	-0.3	-0.43	0.8	i	6	5	517	nt	nt
CCOc1ccc(-c2nc3n(c(=O)c2C#N)CCS3)cc1	3.5	2.1	9.5	0.9	954	i	52	-5%	0.2%	-0.52	-0.33	-0.046	0.47	i	15	-16	670	0.72	1434
O=C(Nc1nc(-c2ccccc2)c(-c2ccccc2)s1)c1ccc(S(=O)(=O)N2CCCCC2)cc1	2.0	3.3	15	nt	nt	i	54	-14%	7.3%	0.17	0.081	-0.27	0.47	i	4	-1	607	-0.65	1121
C/C(CC(C)(C)C1CCCCC1)=N\NC(N)=S	1.9	1.9	8.5	nt	nt	i	31	-8%	-1.3%	2.4	-0.22	1.1	-1.1	i	18	6	759	-0.45	803
c1ccc(-n2c(SCC3CCCCO3)nnc2-c2cnccn2)cc1 (stereo unspecified)	4.0	2.0	6.4	-2.4	1135	i	54	7%	0.7%	1.9	-0.23	0.35	-0.53	i	-3	-4	707	0.29	1194
Cc1sc2ncnc(SCC#N)c2c1C	3.3	3.3	2.0	0.4	697	i	29	-2%	0.5%	1	-0.16	1.4	-0.27	i	4	nt	nt	0.82	1247
O=C1C(=O)N(CCN2CCOCC2)C(c2ccncc2)/C1=C(/O)c1ccc2c(c1)OCO2 (stereo unspecified)	2.1	1.3	1.5	-0.3	1117	i	47	-3%	-1.7%	-0.41	-0.17	0.35	-0.036	i	19	10	737	0.7	1145
Cc1ccc(C)c(NC(=O)C2C3CCCC2C3c2ccccc2)c1 (stereo unspecified)	1.3	2.1	1.2	0.5	1405	i	19	-1%	-1.3%	0.54	-0.045	0.31	-0.64	i	5	nt	nt	0.22	1407
Cc1cc(-c2n[nH]c(=S)n2/N=C/c2cc([N+](=O)[O-])ccc2Cl)n[nH]1	2.7	1.9	10	0.4	997	nt	nt	6%	-2.0%	0.84	-0.12	1.1	-2.7	i	12	5	646	0.04	1250
CCn1c(NCc2ccco2)nc2c1c(=O)n(C)c(=O)n2C	1.7	2.0	0.7	0.8	1114	i	52	0%	-1.9%	-0.15	-0.3	-0.2	-0.23	i	3	-3	763	-0.24	1159
Cc1cc2ccccn2c1C(=O)Nc1cccc(Cl)c1	2.7	2.8	2.2	5.3	1095	i	29	1%	-1.2%	-0.14	-0.22	0.11	-0.095	i	7	-4	641	-0.53	1266
Cc1cc(SCc2cc(=O)n3ccsc3n2)nc2ccccc12	3.3	3.4	3.1	0.8	884	i	56	-1%	-2.5%	-0.17	-0.21	-0.27	0.42	i	3	-25	697	-0.24	1173
CCOC(=O)N1CCN(S(=O)(=O)c2cc(OCC)ccc2OCC)CC1	4.0	2.8	6.6	-2.1	847	i	48	-5%	-1.2%	-1.5	-0.25	-0.49	-0.11	i	22	nt	nt	0.98	1216

Compound profiles, as listed above. Screens in order: MT stabilize HCS	MT stabilize HCS Hoechst-high %	MT stabilize HCS cytotoxicity %	b-catenin transl	b-catenin transl cell count 5 µM	T cell modulator	T cell modulator vesicle-bound %	PhoP inhibition	ER stress rescue	Dynein cargo inh	Dynein cargo inh cytoplasmic EGFP	Dynein cargo inh nuclear GR-EGFP	Dynein cargo inh cell count	Autophagy HCS	Autophagy HCS cell loss 18 h	Lipid droplet	Lipid droplet cells 6.5 µM	Insulin prom up	Insulin prom up cell count
Shown for `Cc1cc(SCc2cc(=O)n3ccsc3n2)nc2ccccc12` : 3.3	3.4	3.1	0.8	884	i	56	-1%	-2.5%	-0.17	-0.21	-0.27	0.42	i	3	-25	697	-0.24	1173
Shown for `Cc1cc(-c2n[nH]c(=S)n2/N=C/c2cc([N+](=O)[O-])ccc2Cl)n[nH]1` : 2.7	1.9	10	0.4	997	nt	nt	6%	-2.0%	0.84	-0.12	1.1	-2.7	i	12	5	646	0.04	1250

New compounds follow.
SMILES	MT stabilize HCS	MT stabilize HCS Hoechst-high %	MT stabilize HCS cytotoxicity %	b-catenin transl	b-catenin transl cell count 5 µM	T cell modulator	T cell modulator vesicle-bound %	PhoP inhibition	ER stress rescue	Dynein cargo inh	Dynein cargo inh cytoplasmic EGFP	Dynein cargo inh nuclear GR-EGFP	Dynein cargo inh cell count	Autophagy HCS	Autophagy HCS cell loss 18 h	Lipid droplet	Lipid droplet cells 6.5 µM	Insulin prom up	Insulin prom up cell count
C#CCSc1nc(=O)c2cccnc2n1-c1ccc(C)cc1	nt	nt	nt	3.0	1244	i	44	0%	nt	0.56	-0.25	0.2	-0.42	nt	nt	-29	675	-0.55	1040
CCCS(=O)(=O)N1CCC(C(=O)NCC2CCCO2)CC1 (stereo unspecified)	5.0	3.6	5.1	2.0	1108	i	39	3%	-1.9%	-0.69	-0.16	-0.36	1	i	3	0	585	-0.02	1907
CCC(C)(C)NC(=O)/C=C/c1cc(OC)c(OC)c(S(=O)(=O)N2CCc3ccccc32)c1	1.7	1.4	3.9	-0.4	1068	i	28	-2%	-0.1%	-0.35	-0.32	-0.065	0.76	i	20	-17	709	0.54	1135
CN1C(=O)N(C)C2C1NC(=O)N2C (stereo unspecified)	1.2	1.8	9.9	-0.4	1147	i	8	-16%	2.0%	1.1	-0.23	0.68	-0.03	i	3	nt	nt	-0.29	1337
Clc1cccc(Cl)c1CSc1nnc([C@@H]2CCCN2)o1	nt	nt	nt	-0.4	1284	i	8	-8%	nt	0.98	-0.25	0.24	-0.81	nt	nt	nt	nt	-0.39	1317
CCS(=O)(=O)c1ccc2oc(SCC(=O)NCCC3=CCCCC3)nc2c1	2.7	2.7	6.4	-1.9	1174	i	28	-4%	-1.7%	-0.4	-0.22	-0.21	1.1	i	-6	0	716	-1.2	774
CN(CCc1cnn(C)c1)C(=O)CCc1nnc(CCCc2ccccc2)o1	1.8	2.3	4.1	1.6	964	i	48	8%	1.1%	-0.75	-0.19	-0.55	0.057	i	26	-5	682	0.7	1448
Cc1cccc(NC(=O)CSc2nc3ccccc3c3nc(CCc4c(C)n[nH]c4C)nn23)c1	3.2	1.3	1.6	0.8	1384	i	39	13%	2.6%	0.0086	0.17	0.4	-0.67	i	5	nt	nt	-0.76	1136
CCN(CC)S(=O)(=O)c1ccc(/C(O)=C2/C(=O)C(=O)N(CCOC)C2c2ccccc2)cc1 (stereo unspecified)	2.3	1.1	3.2	nt	nt	i	50	-15%	-1.6%	-0.26	-0.23	0.4	0.63	i	19	12	687	0.38	1350
COc1ccc(C2=NOC(C(=O)Nc3cc(C)on3)C2)cc1 (stereo unspecified)	4.4	3.8	6.9	nt	nt	i	46	13%	-0.6%	-0.36	-0.25	-0.2	0.39	i	2	nt	nt	-1.1	955
O=C1c2ccccc2C(=O)N1CC(=O)N1c2ccccc2Sc2ccccc21	3.0	3.1	10	1.3	1300	i	66	6%	-1.2%	-0.44	-0.19	0.47	0.66	i	15	nt	nt	-0.02	1733

High-throughput results (PubChem BioAssay)
